Screening results (PubChem BioAssay)
BoNT-F LC inh: blocks Botulinum neurotoxin F light chain protease. Multiplex microsphere protease cleavage assay, flow cytometry. 360,000 compounds, 0.22% hits. inhibition, % at 10 µM. AID 588497; in the data active = inhibition above about 35%, passing the limit was not always enough; inconclusive = no clear call, values can overlap the other calls; also: plate controls were buffer without enzyme for full effect and enzyme alone for no effect
BioA inh: blocks M. tuberculosis BioA enzyme activity. purified M. tuberculosis BioA enzyme, plate reader. inhibition, % at 9.99 µM. 360,000 compounds, 0.096% hits; in the data active = inhibition above about 40%; inconclusive = no clear call, values can overlap the other calls
GDH-TPI counter: GDH-TPI coupled enzyme inhibition counter-screen; inhibition, % at 4.8 µM; GDH-TPI coupled enzyme counterscreen, NADH absorbance; 360,000 compounds, 1.2% hits; AID 588335; in the data active = inhibition above about 30%;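 also: 0% = DMSO wells and 100% = wells lacking the enzyme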
FBA Mtb inh: inhibits M. tuberculosis FBA enzyme; P9WQA3; purified M. tuberculosis FBA, fluorescence read-out; 360,000 compounds, 2.3% hits; AID 588726; inhibition, % at 1 µM; in the data active = inhibition above about 27%;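 also: 0% = vehicle and 100% = reference inhibitor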
Rv3671c protease: inhibits the M. tuberculosis serine protease Rv3671c. 320,000 compounds, 0.048% hits. inhibition, % at 5.96 µM. P9WHR9; in the data active = inhibition above about 38%;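 also: extracellular domain of Rv3671c used as enzyme; 0% = enzyme with DMSO and 100% = no enzyme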
Target sequence (P9WHR9 whole entry, looked up, the tested form may be a part): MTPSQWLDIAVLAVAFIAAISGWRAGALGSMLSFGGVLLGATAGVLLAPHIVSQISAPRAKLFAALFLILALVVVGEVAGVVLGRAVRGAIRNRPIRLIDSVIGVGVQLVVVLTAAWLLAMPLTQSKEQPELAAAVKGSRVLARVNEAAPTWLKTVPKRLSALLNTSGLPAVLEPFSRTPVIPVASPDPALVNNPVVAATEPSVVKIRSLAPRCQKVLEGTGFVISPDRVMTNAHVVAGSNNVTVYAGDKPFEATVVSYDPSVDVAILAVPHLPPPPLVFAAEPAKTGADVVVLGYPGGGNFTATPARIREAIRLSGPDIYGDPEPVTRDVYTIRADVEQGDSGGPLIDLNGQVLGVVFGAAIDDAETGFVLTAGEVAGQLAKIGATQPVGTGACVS
PrPC TRFRET: reduces human prion protein on the cell surface; AID 720596; cell surface PrPC, TR-FRET read-out; inhibition, % at 13.8 µM; 370,000 compounds, 0.43% hits; P04156; in the data active = inhibition above about 24%; also: 0% = median of the test wells and 100% = reference compound wells
FadD28 FP inh: inhibitors of Mycobacterium tuberculosis FadD28 bisubstrate binding; FadD28 bisubstrate probe binding, fluorescence polarization; inhibition, % at 12.5 µM; 360,000 compounds, 0.22% hits; AID 588549; in the data active = inhibition above about 8.5%, passing the limit was not always enough; inconclusive = no clear call, values can overlap the other calls
MazEF act: increases E. coli MazEF RNase cleavage of RNA. P0AE70. FAM/BHQ RNA-DNA oligo cleavage fluorescence, 5 h. activation, % at 20 µM. 350,000 compounds, 0.32% hits. AID 504720; in the data active = activation above about 50%
Target sequence (P0AE70 whole entry, looked up): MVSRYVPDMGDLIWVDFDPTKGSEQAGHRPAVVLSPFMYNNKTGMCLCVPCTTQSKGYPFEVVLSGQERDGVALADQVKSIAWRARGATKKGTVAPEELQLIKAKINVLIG
Mtb UGM inh: inhibitors of M. tuberculosis UDP-galactopyranose mutase | P9WIQ1 | purified UGM, fluorescence polarization probe displacement | inhibition, % at 10 µM | 320,000 compounds, 0.06% hits | AID 504406; in the data active = inhibition above about 10%, passing the limit was not always enough; inconclusive = no clear call, values can overlap the other calls
Target sequence (P9WIQ1 whole entry, looked up): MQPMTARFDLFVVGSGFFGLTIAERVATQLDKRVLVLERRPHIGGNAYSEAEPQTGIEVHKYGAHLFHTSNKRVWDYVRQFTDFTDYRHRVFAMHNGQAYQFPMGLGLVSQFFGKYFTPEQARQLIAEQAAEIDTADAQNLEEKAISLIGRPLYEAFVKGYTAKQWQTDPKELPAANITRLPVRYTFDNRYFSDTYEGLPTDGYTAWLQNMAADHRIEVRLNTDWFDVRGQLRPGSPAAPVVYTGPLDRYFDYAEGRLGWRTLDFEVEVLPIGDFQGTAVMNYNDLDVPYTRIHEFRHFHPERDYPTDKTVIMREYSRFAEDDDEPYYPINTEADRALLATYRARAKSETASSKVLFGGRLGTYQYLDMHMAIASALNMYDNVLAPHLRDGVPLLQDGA
* = called active by the depositor; ? = inconclusive; · = no result given; & = joins results of further samples.

The line under a structure holds: BoNT-F LC inh	BioA inh	GDH-TPI counter	FBA Mtb inh	Rv3671c protease	PrPC TRFRET	FadD28 FP inh	MazEF act	Mtb UGM inh
O=c1c2cnn(-c3ccc(F)cc3)c2ncn1Cc1cccnc1
  -10	-1.7	22	3	-1	2	-1.3	6	-1.6
Cc1ccc(-c2c(C(=O)N/N=C/c3ccco3)nnn2-c2nonc2N)cc1
  -2	-1.2	24	-2	10	1	-6.0	5	0.4
CCn1c(=O)c(C(=O)CN2c3ccccc3CC2C)c(N)n(Cc2ccccc2)c1=O (stereo not given)
  -25	-1.3	4	2	-5	-4	-0.5	2	-0.6
COc1cc(OC)cc(C(=O)NCC(=O)OCC(=O)NC(C)CCc2ccccc2)c1 (stereo not given)
  -2	0.9	-4	0	3	0	-10	-3	-0.8
CCN(C(=O)COC(=O)CCc1c[nH]c2ccccc12)c1c(N)n(Cc2ccccc2)c(=O)[nH]c1=O
  -20	-0.8	-3	-2	-7	5	-2.8	-5	-1.5
COC(=O)c1cc(-c2ccc(Br)cc2)n[nH]1
  -4	-0.1	-13	1	-7	3	-5.3	7	1.2
COc1ccccc1CN(C)C[C@@H]1OCc2cnnn2CCCC(=O)N([C@H](C)CO)C[C@H]1C
  -6	0.2&-1.4	5	3	·	3	-0.4	-4	·
CCCN(CCC)CCCNc1ccc2nnc(-c3ccc(F)cc3)n2n1
  -8	2.4	21	7	2	-5	-4.1	6	0.8
O=C(NC1CCCc2ccccc21)c1ccc2c(c1)OCO2 (stereo not given)
  -3	-0.4	0	3	-8	2	0.1	5	-3.1
COCCN(C(=S)Nc1c(C)cccc1C)C(C)c1ccco1 (stereo not given)
  -10	1.2	7	0	-2	-10	-1.1	-3	-0.6
CC(C)NCC(O)COC1C2CC3CC(C2)CC1C3 (stereo not given)
  0	·	2	-1	1	3	-0.1	8	-1.3
O=C(c1ccc(NS(=O)(=O)c2ccc(Cl)c(Cl)c2)cc1)N1CCOCC1
  -11	-1.0	-5	-1	·	8	-3.8	2	·
COc1ccc(-c2nc(CN3CCN(Cc4cccc(F)c4)CC3)c(C)o2)cc1
  0	4.2	-5	2	6	16	0.3	-3	0.6
O=C(CSc1nnc(NC(=O)c2ccccc2F)s1)Nc1ccccc1F
  -1	·	6	2	-1	-5	1.1	10	0.0
CC(C)CNC(=S)Nc1ccc(Oc2ccccc2)cc1
  -8	·	1	3	-3	4	-0.9	-4	1.3
CCOc1ccc(Cl)cc1S(=O)(=O)N1CCN(c2ccc(C)c(C)c2)CC1
  -2	-2.1	11	-1	-1	0	-0.2	-18	3.8
COc1cc(C(=S)N2CCOCC2)ccc1OC(=O)c1ccc([N+](=O)[O-])cc1[N+](=O)[O-]
  16	0.1	-11	-3	-3	-11	-2.8	13	0.9
COC(=O)c1ccc(CSc2nnnn2-c2ccc(C)cc2C)o1
  -13	0.9	5	3	6	3	-3.2	0	2.8
CN1CCN(S(=O)(=O)c2cc(C(F)(F)F)ccc2Cl)CC1
  -26	0.0	11	0	·	-1	-2.4	7	1.0
COc1ccc(-n2c(CNC(=O)c3cccs3)n[nH]c2=S)cc1
  0	-2.0	-7	-1	1	5	-2.0	3	2.4
Cc1cc(-c2n[nH]c(=S)n2CC(C)C)cs1
  -5	·	-2	1	1	-1	1.8	1	-0.9
COc1cc(S(=O)(=O)n2nc(C)cc2C)c(OC)cc1Cl
  -13	1.1	15	0	0	1	-2.6	0	-0.2
O=S(=O)(NCCCc1ccccc1)c1ccc(Cl)cc1
  -3	0.0	5	3	-8	6	0.7	10	-1.2
Oc1ccc(/C=C/c2cnccn2)cc1
  ?	·	31	2	-3	-12	-4.5	13	-2.4
CCOc1ccccc1N1CCN(C(=O)NC2CCCCC2)CC1
  ?	-2.6	1	2	-5	4	-2.3	4	-1.0
Cc1ccc(S(=O)(=O)NC2c3cccc4cccc(c34)C2Sc2ncccn2)cc1 (stereo not given)
  1	·	-3	-1	-9	4	-2.1	-4	0.8
CN(C)c1ncc(C2=C(Cl)C(=O)C(N3CCCC3)=C(Cl)C2=O)s1
  -4	-0.5	18	-3	-11	-8	3.8	10	1.0
O=C(O)c1cccc(Nc2c([N+](=O)[O-])c(=O)oc3ccccc23)c1
  -6	0.3	26	1	-4	0	-1.3	-9	1.0
NC(N)=N/N=C/c1ccc(OCc2ccccc2Cl)cc1
  -29	0.3	2	1	6	-15	-24	7	-2.2
COc1ccc(C(=O)C2CCN(S(=O)(=O)c3ccc4c(c3)OCCO4)CC2)cc1
  -5	0.1	-1	-1	-3	0	-0.2	1	0.4
CCS(=O)(=O)N1CCC(C(=O)NCCc2ccc(C)cc2)CC1
  -8	-1.7	5	-4	-2	-4	-4.0	4	-0.5
COc1ccc(CNC(=O)CN(Cc2ccc(Cl)cc2)S(=O)(=O)c2ccccc2)cc1
  -6	4.0	11	-1	-9	23	-3.8	-13	-1.6
CCOC(=O)N1CCC(NC(=O)CCN2C(=O)COc3ccccc32)CC1
  6	-2.2	16	0	-5	5	-0.7	7	-4.4
CC(C)NC(=O)N1CCOCCOCCN(C(=O)NC(C)C)CCOCCOCC1
  -7	-0.9	-1	-4	·	-1	-0.5	4	·
c1ccc2c(NCCc3c[nH]c4ccccc34)c3ccccc3nc2c1
  -14	3.1	11	39*	1	18	-18	-2	0.5
Cc1nn(CCCC(=O)Nc2sc3c(c2C#N)CCC3)c(C)c1[N+](=O)[O-]
  -8	5.9	10	2	-4	7	-0.5	6	1.5
Cc1[nH]c(=O)[nH]c(=O)c1S(=O)(=O)Nc1ccc(Oc2ccccc2)cc1
  6	-0.7	10	1	-1	2	-3.3	-4	2.1
O=C(NC1CC1)c1c[nH]c2ccc(S(=O)(=O)Nc3cccc(C(F)(F)F)c3)cc2c1=O
  -1	1.1	12	3	-51	7	-23	-4	1.3
COc1ccc(N2CCN(C(=O)c3cc(C)on3)CC2)cc1
  ·	1.7	9	3	-12	1	-2.0	6	-1.3
CN(Cc1ccccc1)c1ccc(C(=O)O)cc1[N+](=O)[O-]
  0	3.3	-4	-6	-5	-2	-5.0	2	2.3
COc1ccccc1CN1CCN(C(c2ccccc2)c2ccccc2)CC1
  6	-1.1	-4	0	3	0	-4.2	-5	2.6
COc1ccccc1-c1nc2ccccc2c(=O)n1NC(=O)c1cccs1
  -2	-0.2	3	-2	-7	5	-1.4	6	5.5
O=C(CNC(=O)c1ccco1)N=Nc1c(O)n(CCc2ccccc2)c2ccccc12
  2	13	22	-2	-10	-5	-1.0	2	1.7
Cc1cccc(-n2nnc(C(=O)NCc3ccco3)c2N)c1
  3	-0.3	9	-7	-1	6	-3.4	15	-0.4
O=C(CCn1c(=O)oc2ccccc21)NC1=NCCS1
  -28	0.7	-11	-3	8	3	-2.5	-3	2.9
CCc1cc2c(=O)nc3n(c2s1)Cc1ccccc1/C3=C(/O)c1ccc(F)cc1
  -6	-1.3	8	6	0	1	0.5	·	2.5
O=S(=O)(/N=C(/Nc1ccccc1)c1ccccc1)c1cccs1
  3	·	8	1	-5	6	3.5	7	3.3
CCN(CCCNC(=O)C1CCN(S(=O)(=O)c2cnc[nH]2)CC1)c1ccccc1
  -14	-0.5	-5	0	4	-1	0.8	0	-0.8
COc1cc(CO)ccc1OCC(=O)Nc1cccc2ccccc12
  -3	0.1	-1	-2	-3	12	-0.6	-4	0.0
CCOC(=O)c1c(NC(=O)c2ccc(N3C(=O)C4C5C=CC(C5)C4C3=O)cc2)sc2c1CCCC2 (stereo not given)
  -10	0.2	-8	1	-11	6	-5.1	-6	2.5
Cc1cc(C)n2nc(C(=O)OCC(=O)NNC(=O)c3ccccc3)nc2n1
  -2	-0.4	2	2	0	5	-1.3	3	0.1
O=C1NC(=O)N(Cc2cccs2)C(=O)/C1=C/c1ccc(N2CCOCC2)cc1
  -9	·	13	-4	1	-6	-2.5	-22	2.0
O=c1c2ccccc2ncn1CCCCOc1ccccc1F
  ?	0.7	-1	1	7	4	-2.1	7	2.4
COc1ccccc1C(=O)NC(=S)Nc1ccc(N2CCN(C(=O)c3ccco3)CC2)cc1
  -14	-2.2	10	3	6	1	0.7	-4	-1.8
CCOC(=O)Cn1c(=O)oc2cc(S(=O)(=O)N(C)Cc3ccccc3)ccc21
  -1	-1.5	6	4	6	3	-0.7	-7	-2.2
COc1ccc(NC2=NC3(CCCCC3)N=C(N)N2)cc1
  -5	0.8	-3	-1	-7	-9	-0.7	-1	-2.1
COc1ccc(-c2nnnn2C)cc1S(=O)(=O)NCCc1ccccc1
  3	6.6	-1	-2	7	6	-3.9	4	0.3
NC(=O)CN(c1ccc([N+](=O)[O-])cc1)S(=O)(=O)c1ccccc1
  -7	1.5	6	-1	2	-5	0.1	6	-1.7
CNC(=O)OCCSCCS(=O)(=O)c1ccc(Cl)cc1
  6	·	-4	1	1	0	0.6	7	-2.8
Cc1ccc(S(=O)(=O)c2ccc(Cl)cc2)cc1S(N)(=O)=O
  -26	1.1	7	-1	-3	0	0.3	4	0.8

Reformatted: results already given.
| SMILES | BoNT-F LC inh | BioA inh | GDH-TPI counter | FBA Mtb inh | Rv3671c protease | PrPC TRFRET | FadD28 FP inh | MazEF act | Mtb UGM inh |
| --- | --- | --- | --- | --- | --- | --- | --- | --- | --- |
| COc1ccccc1-c1nc2ccccc2c(=O)n1NC(=O)c1cccs1 | -2 | -0.2 | 3 | -2 | -7 | 5 | -1.4 | 6 | 5.5 |
| COc1cc(S(=O)(=O)n2nc(C)cc2C)c(OC)cc1Cl | -13 | 1.1 | 15 | 0 | 0 | 1 | -2.6 | 0 | -0.2 |
| CCc1cc2c(=O)nc3n(c2s1)Cc1ccccc1/C3=C(/O)c1ccc(F)cc1 | -6 | -1.3 | 8 | 6 | 0 | 1 | 0.5 | · | 2.5 |
| c1ccc2c(NCCc3c[nH]c4ccccc34)c3ccccc3nc2c1 | -14 | 3.1 | 11 | 39* | 1 | 18 | -18 | -2 | 0.5 |

The list continues.
The line under a structure holds: BoNT-F LC inh	BioA inh	GDH-TPI counter	FBA Mtb inh	Rv3671c protease	PrPC TRFRET	FadD28 FP inh	MazEF act	Mtb UGM inh
CC(C)c1ccc(Nc2nnc(SCC(=O)Nc3ncc(S(=O)(=O)c4ccc([N+](=O)[O-])cc4)s3)s2)cc1
  1	·	8	2	-5	7	-0.2	-11	-0.9
C=CCn1c(C2CC(=O)N(c3ccc(C)cc3)C2)nc2ccccc21 (stereo not given)
  -8	18	-3	-1	-4	-3	-1.7	3	-0.5
C=CCSc1nc(N)c(C(=O)Nc2ccccc2OC)cc1C(=O)Nc1ccccc1
  -7	-1.0	37*	3	-3	-8	-1.9	-2	-0.2
Cc1cc2ncn(C(=O)c3c(-c4c(Cl)cccc4Cl)noc3C)c2cc1C
  -20	-1.7	11	2	-3	2	-3.0	-10	1.7
COC(=O)c1ccccc1NC(=O)CN1CCC(n2nnc3cc(C(F)(F)F)ccc32)CC1
  -8	-0.4	8	-5	-7	4	-1.3	-9	0.2
COc1cc(S(=O)(=O)Nc2ccccc2C(=O)N2CCCC2)ccc1NC(C)=O
  -170	1.5	1	-1	·	-7	-1.7	-1	·
CCCN(CCC)CCNC(=O)C1CCCN(S(=O)(=O)c2ccc3c(c2)oc(=O)n3C)C1 (stereo not given)
  7	0.2	13	-1	4	-2	-0.2	7	-5.8
CCC(C)(C)NC(=O)C(NS(=O)(=O)c1cccs1)c1ccccc1 (stereo not given)
  0	-0.2	10	0	-3	1	-0.6	-5	-1.0
COc1cc(OC)cc(C(=O)NC(C)CCc2ccccc2)c1 (stereo not given)
  13	0.0	9	0	0	-4	-6.5	-1	3.8
CCn1c(SCC(=O)Nc2cc(C)on2)nnc1-c1ccccc1
  2	5.0	3	-4	1	2	-0.8	6	-3.9
C[C@@H](C(=O)NNC(=O)c1ccc(Cl)cc1)N1C(=O)C2CC=CCC2C1=O (stereo not given in full)
  -7	-0.5	14	2	-1	-2	0.6	7	0.7
C=CCn1c(SCC(=O)c2ccc(F)cc2)nnc1-c1ccc2c(c1)OCO2
  -8	·	1	-3	4	4	-1.8	5	-0.9
Cc1cccc(-c2nn(-c3ccccc3)cc2C(=O)N2CCN(C3CCS(=O)(=O)C3)CC2)c1 (stereo not given)
  ·	0.6	5	1	-1	-2	1.4	5	-2.0
Cc1nn(C)c(C(=O)NNC(=S)NCC(C)C)c1Cl
  -2	·	-3	2	0	5	-2.9	8	-0.3
